# Source: PubChem BioAssay (National Center for Advancing Translational Sciences (NCATS))
# ERK EGF block – qHTS Assay for Inhibitors of the ERK Signaling Pathway using a Homogeneous Screening Assay; Stimulation with EGF; Potency, µM (top dose mostly 11.5 µM), for the others: at the top dose activity change, negative = inhibition, hits mostly inhibitors; AID 1454, 2008; hit rate 0.41% among 130,000; HEK293-V1b, EGF-stimulated phospho-ERK AlphaScreen; active = well fitted inhibition curve with a large enough effect; inconclusive = small, poorly fitted or top-dose-only effect, or effect the other way;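 note: plate controls were stimulated vehicle wells for no effect and unstimulated vehicle basal for full effect; nearly all actives have a fitted effect of over 55% in size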
#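 After overnight plating in 1% FBS, HEK293-V1b cells received test compound for half an hour, then a 5 min pulse of EGF (25 nM); ERK phosphorylation in lysates was read by bead-based AlphaScreen.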
# * hit, by the source's call; ? = inconclusive; [ ] = another dose, or the depositor's remark. Potency is the fitted concentration of half-maximal effect.
SMILES,ERK EGF block
CCOC(=O)C1=C(O)/C(=C\c2ccc(O)c(OCC)c2)N=C1C,-8.1%[57.5 µM]
COc1cc(C(=O)NC(c2ccccc2)c2ccccc2)cc(Cl)c1OC,3.7%
Cc1ccc(Sc2ncccc2/C=N/O)cc1,-6.0%
CC(C)NC(=O)/C(C#N)=C/c1ccc2c(c1)OCCO2,9.4%
C/C(=N\NC(=O)c1ccc(O)cc1)c1ccc(N2CCOCC2)cc1,-10.3%[57.5 µM]
CCCC1O[C@@H]2C[C@H]3[C@@H]4CCC5=CC(=O)C=C[C@]5(C)C4[C@@H](O)C[C@]3(C)[C@]2(C(=O)CO)O1 (stereo not given in full),-3.0%
CN1CCN(C(=S)C(=O)Nc2ccc(Br)cc2)CC1,-3.9%
CCCc1nn(C)c(C(=O)Nc2ccc(C(C)(C)C)cc2)c1Cl,4.9%
CCOC(=O)C1CCN(CCC(=O)Nc2ccc(C)c(C)c2)CC1,-8.6%
O=C(Nc1ccccc1N1CCOCC1)C1CCN(S(=O)(=O)c2ccc(F)cc2)CC1,6.5%
CC(C)c1ccc(-c2cc(C(=O)NN3CCN(C)CC3)c3ccccc3n2)cc1,-8.9%
Cc1ccc2nc(NCC(N)=O)nc(-c3ccccc3)c2c1,-19.4%[57.5 µM]
CC(C(=O)OCC(=O)c1ccccc1)N1C(=O)C2C3CCC(C3)C2C1=O (stereo not given),3.2%
CCOc1cc(CNc2ccc(N3CCOCC3)cc2)cc(Br)c1OCC,-1.6%
CC(C)(C)c1ccc(-c2n[nH]c(=S)n2CCCN2CCOCC2)cc1,-4.2%
CC(=O)c1sc(-c2ccc(Cl)cc2)cc1N,55.3%[57.5 µM]
CC(C)(CO)NCC#Cc1ccccc1,14.9%
Cc1ccc(C(=O)NC(C)c2nc3ccccc3n2CC(=O)Nc2c(C)cc(C)cc2C)cc1 (stereo not given),-10.7%[57.5 µM]
O=C(CCCN1C(=O)/C(=C/c2ccco2)SC1=S)Nc1ccccc1C(=O)O,0.6%[57.5 µM]
O=S(=O)(c1ccccc1)N1CCC(O)(CSc2ccc(F)cc2)CC1,9.6%
CC1CCN(CCC(=O)Nc2ccccc2)CC1,-4.0%
O=C1NC(=O)/C(=C\c2ccsc2)N1,10.9%
C[C@@H](CN(C)C)CN1c2ccccc2CCc2ccccc21,-12.3%[25.7 µM]
CCC1CSC(Nc2ccc(C(=O)/C=C/c3ccc(Oc4ccccc4)cc3)cc2)=N1 (stereo not given),?
NS(=O)(=O)c1ccc(NC(=O)/C=C/c2ccco2)cc1,-0.2%
CC(C)CC(=O)NC(=S)Nc1cc(C(=O)O)ccc1Cl,-1.5%
O=C(COC(=O)c1ccccc1Cc1ccccc1)Nc1ccc(SC(F)F)cc1,7.8%
N#Cc1cccc(-c2nc3cnc(N4CCNCC4)nc3n(C3CC3)c2=O)c1,6.5%
COc1ccccc1CNC(=O)c1ccc(C)s1,-14.0%[57.5 µM]
O=C(/C=C/c1ccccc1[N+](=O)[O-])c1ccccc1Br,-5.8%
COc1ccc(CN=C2NN=C(c3ccc(Cl)cc3)CS2)cc1,-5.0%
CNc1ccc(Br)cc(C(=O)/C=C/c2cccc(OC)c2)c1=O,-2.0%
COc1cc(OC)cc(C(=O)NCC(=O)OCC(=O)N2CCc3ccccc32)c1,0.2%
CCOC(=O)C1=C(N)OC2=C(C(=O)CC(C)(C)C2)C1c1ccccc1OC (stereo not given),-1.1%
O=C(N/N=C/c1ccc(OC(F)F)cc1)c1ccc(Br)cc1,13.1%
OCC1CCCN(C(=S)Nc2ccc(Nc3ccccc3)cc2)C1 (stereo not given),2.2%
COCCCNCCOc1ccc(C)cc1[N+](=O)[O-],-0.6%
CC1Cc2ccccc2N1C(=O)CO/N=C/c1ccccc1OC(F)F (stereo not given),-3.5%
CC(=O)NC(c1ccc([N+](=O)[O-])cc1)c1c(O)ccc2ccccc12 (stereo not given),-9.3%
C=C/C(C)=C/CC1C(=C)CCC2C(C)(C(=O)O)CCCC12C (stereo not given),-7.1%[57.5 µM]
COc1ccc(NS(=O)(=O)c2cccc(NC(=O)C34CCC(CC3)C4)c2)cc1,-1.3%
CC(=O)c1c(-c2ccc(C)cc2)nc2c3ccccc3ccn12,-14.3%
CC(C)=CC(=O)N1CCC(N2CCC(C(=O)N3CCOCC3)CC2)CC1,-0.2%
Fc1ccc(/C=N/Nc2nn[nH]n2)cc1,-3.4%
O=C(N/N=C/c1cn(-c2ccccc2)nc1-c1cccnc1)c1ccc(F)cc1,1.6%
O=Cc1sc(N2CCOCC2)nc1-c1ccccc1,0.6%
C/C(=N/NC(=O)c1ccccn1)c1ccc(O)cc1,-3.5%[57.5 µM]
Cc1[nH]n(-c2cccc3ccccc23)c(=O)c1/C=N/NC(=O)c1cccc([N+](=O)[O-])c1,13.9%
CCn1c(NCc2ccccc2Cl)nc2ccccc21,-2.6%
CCOC(=O)C1(Cc2cccc(OC)c2)CCN(Cc2ccc(C)s2)CC1,-12.3%[57.5 µM]
Clc1ccc(C[n+]2csc3ccccc32)cc1,1.1%
O=C(CCCN1C(=O)c2ccccc2C1=O)Nc1ccc2c(c1)OCCO2,-2.1%
CC(C)Sc1nnc(CNC(=O)C23CC4CC(CC(C4)C2)C3)n1Cc1ccccc1,5.2%
COc1ccc(N2C(=O)c3ccc(C(=O)OC(C)C)cc3C2=O)cc1,3.7%
O=C(CN1CCCC1)Nc1ccccc1C(=O)c1ccccc1,2.9%[57.5 µM]
O=C(NNS(=O)(=O)c1ccc2ccccc2c1)NC1CCCCC1,-1.9%
CN(C)/C=C1\N=C(c2ccccc2)OC1=O,-2.3%
COc1ccc(-n2c(C)cc(/C=C/c3nc(O)c([N+](=O)[O-])c(=O)[nH]3)c2C)cc1,2.0%
Cc1sc(-c2cccnc2)nc1OC(=O)C1CC1,-9.4%
CCc1cc2ccc(C)cc2nc1SCC(=O)Nc1cc(C)on1,1.6%
# Following part:
SMILES,ERK EGF block
O=C(Nc1cccc(C(F)(F)F)c1)c1csc(-c2ccncc2)n1,?
FC(F)(F)c1cc(-c2ccccc2)nc(-n2cc(Cl)cn2)n1,2.9%
COc1ccc2[nH]c(=O)c(CNc3ccccc3OC)cc2c1,2.8%[57.5 µM]
O=c1oc(-c2ccccc2F)nc2scc(-c3ccccc3)c12,-5.0%[57.5 µM]
CCCCC1=CC2=C(c3ccco3)C(=O)C(C)(OC(=O)c3ccc(OC)cc3)C(=O)C2=CN1CCc1ccccn1 (stereo not given),-0.8%[57.5 µM]
Cc1ccc2c(CN3CCN(C(=O)c4ccco4)CC3)cc(=O)oc2c1C,-1.1%
CC1=Nc2ccccc2/C1=C/c1c(N)n2c(S(=O)(=O)C(C)C)nsc2nc1=O,1.8%
O=[N+]([O-])c1ccc(O)c(Nc2ncnc3ccc(Br)cc23)c1,25.1µM*
C#CCNC(=O)C1=C[C@@H](c2ccc(C#C)cc2)[C@H](CCCO)[C@@H](OCC)O1,-12.6%[57.5 µM]
O=C(CCc1nc2ccccc2s1)NCc1ccccc1F,?
O=C(O)CN1C(=O)NC2(CCOc3ccccc32)C1=O (stereo not given),39.4%[57.5 µM]
O=C(c1cnn2c(C(F)(F)F)cc(-c3cccs3)nc12)N1CCN(C(c2ccccc2)c2ccccc2)CC1,4.5%
COc1ccc(CC(=O)NC(C)c2nnc(SCC(=O)Nc3ccccc3F)n2C)cc1 (stereo not given),-7.8%
COc1nccnc1NS(=O)(=O)c1ccc(NC(=S)NC(=O)/C=C/c2ccc(F)cc2)cc1,-7.2%
CC(=O)Nc1ccc(OCCC[n+]2ccccc2)cc1,-8.6%
CNC(=O)/C(C#N)=C/c1ccc(-c2nc3ccccc3s2)o1,?
CCCS(=O)(=O)c1c(S(=O)(=O)CCC)c2c(C(N)=O)cccn2c1C(=O)c1ccc(F)cc1,1.6%
COc1ccc(CNc2nc3ccccc3n2Cc2ccc(Cl)cc2)cc1OC,2.4%
CC(=O)NS(=O)(=O)c1ccc(NC(=O)CSc2ccccc2)cc1,-10.1%[57.5 µM]
CCS(=O)(=O)n1nc(-c2ccco2)nc1N,-0.2%
O=C(CO/N=C/c1cccc([N+](=O)[O-])c1)NC1CCCCCC1,-1.1%
CC(Oc1ccc(Cl)cc1)/C(N)=N/O (stereo not given),3.5%
C/C(=N\N=C(/N)c1nonc1N)c1ccc2c(c1)OCO2,-6.2%[57.5 µM]
CC1CCc2c(sc(NC(=O)CCCn3cnc([N+](=O)[O-])n3)c2C(N)=O)C1 (stereo not given),0.3%

# 7 structures out of the list, sorted by number of heavy atoms, lowest first:
SMILES,ERK EGF block
CCS(=O)(=O)n1nc(-c2ccco2)nc1N,-0.2%
C/C(=N\N=C(/N)c1nonc1N)c1ccc2c(c1)OCO2,-6.2%[57.5 µM]
CNC(=O)/C(C#N)=C/c1ccc(-c2nc3ccccc3s2)o1,?
CC(=O)NS(=O)(=O)c1ccc(NC(=O)CSc2ccccc2)cc1,-10.1%[57.5 µM]
COc1ccc(CNc2nc3ccccc3n2Cc2ccc(Cl)cc2)cc1OC,2.4%
COc1ccc(CC(=O)NC(C)c2nnc(SCC(=O)Nc3ccccc3F)n2C)cc1 (stereo not given),-7.8%
COc1nccnc1NS(=O)(=O)c1ccc(NC(=S)NC(=O)/C=C/c2ccc(F)cc2)cc1,-7.2%

# Later entries.
SMILES,ERK EGF block
CC1=CC2=NC(=O)/C(=C\c3cccn3CCOc3ccccc3)C(=N)N2O1,9.0%
COC(=O)c1cc(C(=O)Nc2ccc(S(=O)(=O)NC(C)(C)C)cc2)cc([N+](=O)[O-])c1,10.5%
Nc1ncccc1OCc1ccc(Br)cc1,-1.2%
Cc1nn(C)cc1S(=O)(=O)N1CCN(Cc2cccc(Cl)c2)CC1,3.1%
N#Cc1ccccc1Cn1c(=O)n(Cc2ccc(C(=O)NCc3ccco3)cc2)c(=O)c2sccc21,2.0%
COC(=O)CNC(=O)Cn1nc(C)c([N+](=O)[O-])c1C,-0.1%
CC(NC(=S)Nc1ccccc1Cl)C(c1cccs1)N1CCCC1 (stereo not given),0.6%
O=C(NCCc1ccc(Cl)cc1)C1CCN(S(=O)(=O)c2ccc(Br)s2)CC1,4.3%
CCCNS(=O)(=O)c1cc(Cl)ccc1OC,-0.8%
COc1ccc(C(=O)c2c[nH]c(C(=O)NCCCN3CCOCC3)c2)cc1,-1.2%
C/C=N\NC(=O)COc1cc(C)ccc1C,2.6%
O=c1c(-c2ccc(O)cc2)coc2cc(OC3OC(CO)C(O)C(O)C3O)cc(O)c12 (stereo not given),-37.7%
COC(=O)NCc1cc2cc(Cl)ccc2[nH]1,-2.1%
Nc1nnc(CC(=O)Nc2ccccc2)s1,11.5%[57.5 µM]
CN1C[C@@H]2C[C@@H](c3ccc(C#CC(C)(C)O)s3)N3CCC[C@@]23C1=O,-14.5%
Cc1ccc(C2(c3noc(CN4CCC(c5ccncc5)CC4)n3)CCCC2)cc1,-11.5%
O=C(N/N=C/c1ccccc1Cl)c1n[nH]c2c1CCCC2,0.4%
COc1ccc(CC(=O)Nc2ccc(C(=O)NC(C)(C)C)cc2)cc1,-1.2%
N/C(=N\OC(=O)COc1ccc2ccccc2c1Br)c1ccncc1,-13.3%
COc1ccc(S(=O)(=O)N2CCOCC2)cc1NC(=O)c1ccc2c(c1)OCCO2,-19.5%
COc1ccc(CN(C)CC(=O)Nc2ccc(N3CCOCC3)cc2)cc1OC,-3.6%
CCN(CC)C(=O)c1ccc(NS(=O)(=O)c2ccc(/C=C/C(=O)O)cc2)cc1,-2.4%
CC(=O)c1sc(-c2ccccc2)cc1NS(=O)(=O)c1ccc(C)cc1,5.6%[57.5 µM]
CC(CN1CCN(C)CC1)OC(=O)c1ccc(F)cc1 (stereo not given),3.2%
COCC(C)NC(=O)c1ccc(CN2CCc3ccccc3C2)cc1 (stereo not given),0.1%[57.5 µM]
COc1ccc(-c2csc(Nc3ccc(S(=O)(=O)Nc4cc(C)on4)cc3)n2)cc1,1.1%
O=C(Nc1ccn(Cc2ccccc2)n1)c1ccc2c(c1)OCO2,-5.7%
O=C1NCCN(Cc2ccc(Cl)c(F)c2)C1CC(=O)N1CCCO1 (stereo not given),-20.3%
COc1ccc(C(=O)NN/C(=N/S(=O)(=O)c2ccc(C)cc2)c2ccccc2)cc1,8.9%[57.5 µM]
COc1ccc(-c2cc(-c3ccc(OC)cc3)c(C#N)c(SC)n2)cc1,2.9%
CCCCC12CN3CC(C)(CN(C1)C31C(=O)N(C)c3ccc(C)cc31)C2=O (stereo not given),0.0%
CONc1nc(NC(C)(C)C)nc(OCC#N)n1,-6.3%
O=C(C1=C[C@@H](c2ccccc2)C[C@@H](OCc2ccc(CO)cc2)O1)N1CCOCC1,-1.2%[57.5 µM]
CC(NC(=O)c1ccc(Cn2cc([N+](=O)[O-])cn2)cc1)c1ccccc1 (stereo not given),9.9%
CCOc1cccc(-c2nn(-c3ccccc3)cc2/C=C(/C#N)C(=O)NCCCn2ccnc2)c1,3.8%
O=C(CCc1nnc(-c2ccccc2)o1)NCc1c(F)cccc1F,-2.8%
C[C@@H](C(=O)Nc1ccc2ccccc2c1)[C@@H]1C[C@@]1(C)[C@@H](NC(=O)c1ccncc1Cl)c1ccccc1,-1.1%
COC(=O)c1ccc(CSCC(=O)Nc2ccccc2)cc1,-5.8%[57.5 µM]
Nc1nc(SCC(=O)NCCN2CCOCC2)nc2sc3c(c12)CCC3,-7.8%
CCC1Oc2ccccc2N(CC(=O)NCc2ccco2)C1=O (stereo not given),-1.0%
COc1ccc(NS(=O)(=O)c2cc(NC(=O)c3cccs3)ccc2N2CCCC2)cc1,0.3%
CCOC(=O)c1ccccc1C(=O)N1CCOCCOCCOCC1,11.8%
CC(C)(C)c1nnc(NC(=O)c2cccnc2)s1,-16.8%

# Taken from above.
# ERK EGF block result of CC(C)Sc1nnc(CNC(=O)C23CC4CC(CC(C4)C2)C3)n1Cc1ccccc1 : 5.2%
# ERK EGF block result of O=c1oc(-c2ccccc2F)nc2scc(-c3ccccc3)c12 : -5.0%[57.5 µM]
# ERK EGF block result of COc1cc(C(=O)NC(c2ccccc2)c2ccccc2)cc(Cl)c1OC : 3.7%

# These rows are one share of the data, so the mix of outcomes need not match the whole.
